High-throughput results from PubChem BioAssay.
EBNA-1 inh: blocks EBNA-1 binding to DNA. EBNA-1 DNA binding, fluorescence polarization. inhibition, % at 14.8 µM. actives 0.34% (n = 300,000). AID 1950; in the data active = inhibition above about 28%
ZTA counter: counter-screen for EBNA-1 inhibitors: inhibitors of Epstein-Barr virus ZTA. P03206. ZTA-DNA binding, fluorescence polarization. inhibition, % at 11 µM. actives 0.15% (n = 320,000). AID 2234; in the data active = inhibition above about 33%
Target sequence (P03206 whole entry, looked up): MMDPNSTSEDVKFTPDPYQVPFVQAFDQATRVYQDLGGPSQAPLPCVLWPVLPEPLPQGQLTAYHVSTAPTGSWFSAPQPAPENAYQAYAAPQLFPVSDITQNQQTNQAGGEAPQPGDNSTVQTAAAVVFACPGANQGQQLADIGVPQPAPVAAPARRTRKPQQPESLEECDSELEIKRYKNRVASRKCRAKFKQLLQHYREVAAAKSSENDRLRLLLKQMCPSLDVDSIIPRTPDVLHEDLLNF
MEX-5 binding: C. elegans MEX-5 TCR-2 RNA binding activity. Q9XUB2. MEX-5/FITC-TCR2 RNA binding, fluorescence polarization; hits give low values. actives 0.38% (n = 300,000). AID 1832. activity score (negative = inhibition of binding), % at 10 µM;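 active = inhibition past about -25% in most replicates, and total fluorescence under double the plate's negative control median, limit read from the data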;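 also: 0% = DMSO and -100% = 5 µM competing unlabeled TCR2 RNA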
MCL1-BIM inh: inhibitors of human MCL1 binding to BIM-BH3 peptide. Q07820. GST-MCL1 / FITC-Bim-BH3 fluorescence polarization. inhibition, % at 10.9 µM. actives 0.68% (n = 320,000);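 active = inhibition above the mean inhibition of all tested compounds plus 3 SD, set per campaign, cut at about 40% in these data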;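 also: 0% = DMSO wells and 100% = unlabeled Bim-BH3 peptide control; higher means more loss of mP so more displacement of Bim peptide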
Target sequence (Q07820 whole entry, looked up): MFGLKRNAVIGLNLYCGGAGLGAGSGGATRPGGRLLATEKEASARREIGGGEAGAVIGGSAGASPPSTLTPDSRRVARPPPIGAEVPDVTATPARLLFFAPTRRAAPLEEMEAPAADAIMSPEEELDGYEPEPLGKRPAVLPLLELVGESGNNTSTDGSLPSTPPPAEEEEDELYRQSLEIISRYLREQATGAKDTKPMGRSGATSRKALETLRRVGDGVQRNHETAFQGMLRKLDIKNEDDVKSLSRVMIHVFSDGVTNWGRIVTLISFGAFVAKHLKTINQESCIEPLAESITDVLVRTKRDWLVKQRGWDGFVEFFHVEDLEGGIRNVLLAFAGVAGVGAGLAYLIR
BCLXL inh: inhibitors of human Bcl-xL. GST-Bcl-xL / FITC-Bim BH3 peptide fluorescence polarization. inhibition, % at 10.9 µM. actives 0.7% (n = 320,000). AID 2129;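 active = inhibition above the mean of all tested compounds plus 3 SD, cutoff set per campaign, cut at about 30% in these data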;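 also: 0% = DMSO wells and 100% = unlabeled Bim-BH3 peptide competitor; inhibitors lower millipolarization by displacing the labeled peptide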
Target sequence (Q07817 whole entry, looked up): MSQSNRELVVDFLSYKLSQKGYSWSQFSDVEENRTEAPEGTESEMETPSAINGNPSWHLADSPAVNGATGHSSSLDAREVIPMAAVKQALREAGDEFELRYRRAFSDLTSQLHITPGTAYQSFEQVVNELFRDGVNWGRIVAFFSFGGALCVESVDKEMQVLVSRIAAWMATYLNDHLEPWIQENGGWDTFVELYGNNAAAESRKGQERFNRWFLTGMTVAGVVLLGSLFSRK
Fam108B inh: blocks mouse Fam108B hydrolase in RBBP9 counter-screen. AID 1947. inhibition, % at 9.51 µM. recombinant Fam108B, FP-Rh probe fluorescence polarization. actives 0.33% (n = 300,000);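 active = inhibition above the screen mean inhibition plus 3 SD, computed separately per campaign, cut at about 18% in these data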;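 also: inhibitors lower polarization as less probe binds the enzyme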
GLD-1 TGE inh: GLD-1-TGE RNA interaction inhibition (C. elegans); purified GLD-1 + fluorescein TGE RNA, fluorescence polarization; inhibition, % at 5.96 µM; actives 0.44% (n = 320,000); AID 2280;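 active = percent inhibition above a per-plate cutoff, the plate mean of test compounds plus 3 SD, cut at about 30% in these data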;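 also: 0% = DMSO wells with GLD-1 and probe and 100% = wells lacking GLD-1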
Efflux pump mplx: antifungal efflux pump inhibition, Nile Red retention. inhibition, % at 10 µM. actives 0.44% (n = 330,000). AID 485275. S. cerevisiae Candida pump triplex;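 active = plate passing quality check with inhibition over a set limit, or well fluorescence over plate mean plus 4 SD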;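 also: Nile Red retained in pooled yeast measured as flow cytometry median fluorescence; 0% = buffer negative control and 100% = Enniatin B positive control; higher means more Nile Red kept so more efflux inhibition; some compounds called inactive have numbers as strong as hits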
CR mimetic SO: yeast age-related superoxide inhibition as caloric restriction mimetic; S. cerevisiae aged cells, superoxide DHE fluorescence; hits give low values; superoxide response (% of plate mean), % at 10 µM; AID 2690; actives 0.18% (n = 330,000);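 active = superoxide response under a set limit, about three screen SD below normal, cut at about 65% in these data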;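 also: yeast aged for seven days with compound at 30 °C before DHE staining; 100% = average MFI of all compound-treated wells on the plate with controls excluded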
Starred values were filed as active, the others as inactive; . = not tested or not shown.

SMILES | EBNA-1 inh | ZTA counter | MEX-5 binding | MCL1-BIM inh | BCLXL inh | Fam108B inh | GLD-1 TGE inh | Efflux pump mplx | CR mimetic SO
COc1ccc(C(=N/O)/C(=N/O)c2ccc(OC)cc2)cc1 | 9 | 12 | -2.8 | 3 | 1 | 0 | 0 | -0.1 | 112
COc1cccc(CNC(=O)C2CCCN(S(C)(=O)=O)C2)c1 (stereo not given) | 8 | 6 | 3.8 | 6 | 5 | -2 | 0 | 0.0 | 83
COc1cccc(C(c2sc3ncnn3c2O)N2CCc3ccccc3C2)c1 (stereo not given) | 1 | -13 | 1.6 | 11 | 2 | -2 | 8 | 0.1 | 100
CC(=O)Nc1ccc(NC(=S)NC(=O)c2cc3ccccc3o2)cc1 | 21 | 13 | -1.5 | 4 | 4 | -4 | 0 | -0.1 | 108
O=C(Nc1ccc(Oc2cccc(C(F)(F)F)c2)nc1)c1ccccc1 | -6 | -7 | 0.3 | 5 | 6 | 0 | 2 | 0.1 | 87
CCOc1ccc(N(C)S(=O)(=O)c2cc(-c3cc(C)no3)ccc2OC)cc1 | 5 | 12 | 1.3 | 3 | 7 | -1 | 0 | -0.1 | 83
Cc1cc(SCC(=O)N(C)C2CCS(=O)(=O)C2)nc2c(C)cccc12 (stereo not given) | -6 | -23 | 2.2 | -1 | 8 | 3 | 6 | -0.1 | 96
C/C(CC(=O)Nc1ccccc1Br)=N\NC(=O)C(=O)N1CCCC1 | 0 | 2 | 0.2 | 13 | 3 | 1 | 2 | -0.1 | 86
O=C(Nc1nc2c(s1)CCc1ccccc1-2)c1ccco1 | -13 | -6 | -0.8 | 7 | 8 | 1 | 8 | 0.1 | 100
Cc1nc2ccc(S(=O)(=O)NCC(=O)N3CCC(C)CC3)cc2s1 | -3 | 3 | -0.3 | 8 | 6 | -3 | 0 | 0.0 | 95
COC(=O)C1=C(C)N(Cc2ccccc2)C(=O)/C1=C\c1ccco1 | -6 | -12 | 0.2 | 4 | 6 | -1 | 5 | -0.1 | 88
O=[N+]([O-])c1cccc(CN2C[C@@]34C=C[C@@H](C[C@@H]3S2(=O)=O)O4)c1 | 0 | 5 | -4.7 | 0 | 4 | -4 | -4 | -0.1 | 107
O=C(c1cc(-c2cccc(Cl)c2)nc2ccccc12)N1CCN(c2ccccn2)CC1 | -18 | 1 | -1.3 | -3 | 4 | -3 | 6 | 0.0 | 115
OC(COCC1COc2ccccc2O1)CN1CCCCC1 (stereo not given) | 0 | -1 | -0.2 | 14 | 6 | 1 | -3 | 0.1 | 89
C=CCNC(=O)C1CCN(S(=O)(=O)c2cccs2)CC1 | 5 | -3 | 2.9 | -5 | 0 | -6 | 1 | -0.1 | 95
O=C(N/N=C/c1ccco1)c1cccc(NC(=O)c2cccc(Cl)c2)c1 | 6 | 2 | -0.6 | 6 | 2 | -2 | -1 | -0.1 | 79
Cc1ccc2c(CN(C)Cc3ccc(OC(F)F)cc3)cc(=O)oc2c1C | -10 | 4 | 0.7 | 1 | 0 | -1 | -1 | 0.1 | 93
Cc1nn(CC(=O)N2CCCC2)c(=O)c2cc3cc(F)ccc3n12 | 10 | 16 | 3.0 | 6 | 9 | -1 | 3 | -0.1 | 109
CCN(CC(=O)Nc1ccc(NC(C)=O)cc1)C(=O)/C=C/c1cn(-c2ccccc2)nc1-c1ccc(C)cc1 | 4 | 4 | 3.8 | -4 | 2 | -14 | 1 | -0.2 | 115
Cc1cc(C(=O)CN2C(=O)C(=O)N(C3CCCC3)C2=O)c(C)n1-c1ccc(F)cc1 | -12 | -2 | 2.0 | -4 | -7 | -2 | 9 | 0.2 | 99
CS(=O)(=O)N(CC(=O)NCc1ccc2c(c1)OCO2)c1ccccc1 | -15 | -4 | -2.3 | 5 | 1 | -8 | 2 | 0.1 | 95
O=C(COC(=O)/C=C/c1ccco1)Nc1ccccc1 | 15 | 4 | 4.5 | 5 | 8 | -1 | -4 | -0.5 | 100
Cc1onc(-c2c(Cl)cccc2Cl)c1C(=O)NC(=S)N1CCOCC1 | 11 | 8 | 0.9 | 0 | 5 | -2 | 10 | 0.0 | 88
CCC(C(=O)OCCN(CC)CC)c1ccccc1 (stereo not given) | 13 | 16 | -1.9 | -6 | 0 | -2 | 3 | 0.1 | 100
Cc1ccc(C2(c3ccc(C)cc3)CC2C(=O)NCc2cccnc2)cc1 (stereo not given) | 5 | 4 | -3.2 | -12 | -4 | -3 | 0 | 0.1 | 103
S=c1[nH]nc(-c2ccncc2)n1/N=C/C=C/c1ccccc1 | 1 | 8 | 1.7 | -21 | -25 | 2 | 4 | 0.0 | 106
O=C(N/N=C1\CCCc2ccccc21)c1ccc([N+](=O)[O-])cc1Cl | -3 | 4 | 0.0 | 7 | 1 | -1 | -1 | 0.1 | 123
Cc1ccc(CNC(=O)CCNS(=O)(=O)c2cccc3nsnc23)cc1 | -1 | 5 | 0.1 | 1 | 6 | 3 | -3 | 0.1 | 109
CCN1CCN(C(=S)Nc2cccc(Cl)c2)CC1 | 4 | 17 | -2.7 | 5 | 2 | 2 | -7 | -0.1 | 88
CCCc1cc(=O)oc2cc(C)c3c(C)coc3c12 | -3 | 18 | 2.2 | 7 | 6 | 1 | 2 | 0.0 | 96

Whole records from above. Values in the order: EBNA-1 inh | ZTA counter | MEX-5 binding | MCL1-BIM inh | BCLXL inh | Fam108B inh | GLD-1 TGE inh | Efflux pump mplx | CR mimetic SO
Listed for CCCc1cc(=O)oc2cc(C)c3c(C)coc3c12 → -3 | 18 | 2.2 | 7 | 6 | 1 | 2 | 0.0 | 96
Listed for CCN(CC(=O)Nc1ccc(NC(C)=O)cc1)C(=O)/C=C/c1cn(-c2ccccc2)nc1-c1ccc(C)cc1 → 4 | 4 | 3.8 | -4 | 2 | -14 | 1 | -0.2 | 115
Listed for Cc1onc(-c2c(Cl)cccc2Cl)c1C(=O)NC(=S)N1CCOCC1 → 11 | 8 | 0.9 | 0 | 5 | -2 | 10 | 0.0 | 88

Next part
SMILES | EBNA-1 inh | ZTA counter | MEX-5 binding | MCL1-BIM inh | BCLXL inh | Fam108B inh | GLD-1 TGE inh | Efflux pump mplx | CR mimetic SO
CC(C)NCc1nnc(-c2ccccc2Cl)o1 | 2 | 1 | -0.4 | 8 | 2 | -3 | 2 | -0.1 | 95
CCOc1ccc(NC(=O)CSc2nnc(COc3c(C)cccc3C)o2)cc1 | -5 | 13 | -0.9 | 2 | 0 | 1 | 5 | -0.1 | 94
COc1cc(O)c(C(C)=O)cc1OC | 6 | -12 | -1.9 | 5 | 3 | -1 | 3 | 0.0 | 101
CCN(CC)S(=O)(=O)c1cccc(-c2nnc(SCCOc3ccccc3C)o2)c1 | 8 | -12 | 0.7 | -1 | 3 | -1 | -1 | 0.0 | 96
O=C(NCc1ccco1)C1CC(=O)N(c2cccc(Cl)c2)C1 (stereo not given) | 5 | 4 | -0.6 | 1 | -1 | -1 | -8 | 0.0 | 98
CCCCN(CC)CCCNC(=O)c1ccc(CS(=O)(=O)c2ccccc2C)o1 | -2 | 3 | 0.4 | 9 | 4 | -2 | 2 | 0.1 | 103
O=C(c1cccc(NC2=NC3CS(=O)(=O)CC3S2)c1)N1CCN(c2ncccn2)CC1 (stereo not given) | 16 | 9 | 3.2 | 6 | 6 | 2 | 7 | 0.0 | 111
COc1ccc(/C(N)=N/OC(=O)c2ccco2)cc1 | 4 | -4 | 1.7 | 12 | 4 | 7 | -5 | -0.1 | 92
CCOC(=O)C1=C(C)N(C)C(=S)NC1c1ccccc1Cl (stereo not given) | -4 | 13 | 1.8 | 6 | 3 | 6 | -5 | -0.1 | 86
C=CCOc1ccccc1CN1CCC(Oc2ccc(C(=O)N3CCCCC3)cc2)CC1 | -9 | 4 | -1.9 | 1 | 2 | 1 | 1 | 0.0 | 88
O=C(O)Cn1c(-c2ccccc2)cc2ccccc21 | -4 | -5 | 2.3 | -1 | -1 | -1 | 8 | 0.1 | 96
CCSc1nsc(SCC)c1C(N)=O | 5 | 3 | -1.4 | 4 | 6 | 14 | 1 | -0.4 | 102
O=C1/C(=C\c2ccco2)SC(=S)N1C1CCS(=O)(=O)C1 (stereo not given) | -2 | -17 | 0.8 | 19 | 6 | 1 | 1 | 0.1 | 96
CCOC(=O)c1c(NC(=O)CCS(=O)(=O)c2ccccc2)sc2c1CC(C)(C)NC2(C)C | 4 | 10 | 0.8 | 4 | 6 | 1 | 13 | -0.3 | 100
CCS(=O)(=O)N1Cc2ccccc2CC1C(=O)Nc1nnc(SCc2ccc(F)cc2)s1 (stereo not given) | 12 | -6 | 1.0 | -3 | 3 | -5 | 2 | -0.1 | 94
Cc1ccc(C)n1-c1sc2c(c1C#N)CCC(C)C2 (stereo not given) | 0 | -10 | 0.7 | 7 | 5 | -1 | -1 | 0.1 | 91
C/C(=N/NC(=O)c1ccoc1C)c1cccc(NC(=O)C2CC2)c1 | 7 | -6 | -1.9 | 9 | -1 | 4 | 0 | -0.1 | 120
COC(=O)c1c(-n2cnnn2)sc(C)c1C | 6 | 9 | -2.6 | 1 | 2 | 6 | 4 | 0.2 | 90
O=C(CC1(O)C(=O)N(CCc2ccccc2)c2ccccc21)c1ccco1 (stereo not given) | -1 | 1 | 1.5 | -7 | 2 | 1 | 6 | 0.1 | 94
O=C(CSc1n[nH]c(-c2ccncc2)n1)Nc1ccccc1Cl | -16 | -14 | 1.9 | -2 | 0 | -4 | -4 | 0.2 | 95
O=Cc1cc([N+](=O)[O-])ccc1N1CCOCC1 | 5 | 12 | -2.1 | 2 | 2 | -3 | -3 | 0.0 | 99
CC(C)c1ccccc1 | . | 2 | . | -2 | 2 | . | 1 | -0.1 | 107
COc1ccccc1C(=O)NNC(=O)c1csc(N2CCOCC2)n1 | -9 | -3 | -9.4 | 2 | 5 | -2 | 2 | 0.0 | 117
COC(=O)[C@@H](Cc1c[nH]c2ccccc12)NC(=O)CCC(=O)c1ccc(Br)cc1 | 6 | 0 | -0.3 | -7 | -3 | 4 | 9 | -0.1 | 99
O=C(NNC(=O)c1ccccc1-c1ccccc1C(=O)O)c1cccc([N+](=O)[O-])c1 | 2 | 17 | -1.0 | 10 | 4 | 4 | 2 | 0.0 | 95
CC(C)C(=O)Nc1ncc2c(n1)CC(c1cccs1)CC2=O (stereo not given) | -1 | 1 | -0.3 | 8 | 5 | -3 | 0 | -0.1 | 101
Nc1nc(C(=O)N2CCOCC2)nn1S(=O)(=O)c1ccc(Cl)cc1 | 3 | -12 | 0.4 | 12 | -1 | 3 | 5 | -0.1 | 101
O=C(CCCNS(=O)(=O)c1cccs1)N1CCc2ccccc2C1 | 2 | 9 | 1.7 | 6 | 11 | -2 | 3 | 0.7 | 102
O=C(OCc1cccc(F)c1)c1ccc2c(=O)n3c(nc2c1)CCC3 | 1 | 4 | -0.1 | -15 | -20 | 1 | -1 | 0.0 | 127
COc1ccc(C2(CNC(=O)c3ccc(Br)o3)CCOCC2)cc1 | -7 | -8 | -0.2 | 2 | -4 | 2 | 11 | -0.2 | 91
CCCCN1C(=O)/C(=C2\SC(N3CCOCC3)=NC2=O)c2ccccc21 | -10 | -2 | -3.6 | 2 | 0 | -1 | -6 | -0.1 | 109
NC(=O)N1N=C2/C(=C/c3ccccc3)CCCC2C1c1ccccc1 (stereo not given) | 7 | 1 | -1.8 | 2 | 2 | -1 | -2 | 0.0 | 113
Cc1ccc(S(=O)(=O)c2nnn3c2nc(N2CCN(c4ccccn4)CC2)c2ccccc23)cc1C | -12 | -5 | -0.3 | 4 | 3 | 4 | 5 | -0.1 | 98
COc1ccc(S(=O)(=O)N/N=C(/C)c2ccco2)cc1 | -2 | -6 | -0.4 | -1 | 3 | -2 | 9 | -0.1 | 99
CCSc1nnc(-c2cccs2)o1 | 5 | -1 | -1.8 | 6 | 3 | 0 | -6 | 0.1 | 94
